# Screens (PubChem)
# M1 PAM: potentiates human M1 receptor response to acetylcholine; 360,000 tested, 0.088% active; activation, % at 3 µM; CHO-K1 hM1, Fluo-8 calcium fluorescence, ACh EC20; 0% = ACh EC20, 100% = maximal ACh; AID 588819; in the data active means activation above about 19%, passing the limit was not always enough
# CHRM4 antagonist: blocks acetylcholine activation of human M4 receptor; P08173; CHO-hM4 cells, ACh EC80, Fluo-8 calcium fluorescence; inhibition, % at 3 µM; 360,000 tested, 0.73% active; AID 624125;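 active means inhibition above its plate's cutoff, the mean inhibition of sample wells plus 3 SD, cut at about 27% in these data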;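 further: 0% = acetylcholine EC80 with DMSO and 100% = DMSO without agonist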
# Target sequence (P08173 whole entry, looked up): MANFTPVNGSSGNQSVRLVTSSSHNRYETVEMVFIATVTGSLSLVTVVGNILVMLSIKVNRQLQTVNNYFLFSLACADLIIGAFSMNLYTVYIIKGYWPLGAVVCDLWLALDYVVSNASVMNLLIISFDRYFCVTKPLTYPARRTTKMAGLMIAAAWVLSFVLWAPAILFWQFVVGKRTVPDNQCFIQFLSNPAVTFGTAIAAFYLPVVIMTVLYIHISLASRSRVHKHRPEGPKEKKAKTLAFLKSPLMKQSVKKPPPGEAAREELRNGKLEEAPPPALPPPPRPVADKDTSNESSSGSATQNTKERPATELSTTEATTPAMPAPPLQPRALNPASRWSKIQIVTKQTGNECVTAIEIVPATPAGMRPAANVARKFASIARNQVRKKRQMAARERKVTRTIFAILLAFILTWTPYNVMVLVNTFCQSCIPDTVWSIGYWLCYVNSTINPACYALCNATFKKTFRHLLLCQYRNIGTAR
# OXTR potentiator: human OXTR potentiation | 320,000 tested, 0.061% active | CHO-OTR cells, Fluo-8 calcium fluorescence, potentiator mode; 0% = oxytocin EC15, 100% = EC100 | P30559 | activation, % at 3 µM;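 active means activation above that plate's cutoff, the mean activation of tested compounds plus 3 SD, cut at about 6.6% in these data, passing the limit was not always enough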;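 further: 100% uses oxytocin at 75 nM as the full agonist control; some results filed as inactive read as strong as hits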
# Target sequence (P30559 whole entry, looked up): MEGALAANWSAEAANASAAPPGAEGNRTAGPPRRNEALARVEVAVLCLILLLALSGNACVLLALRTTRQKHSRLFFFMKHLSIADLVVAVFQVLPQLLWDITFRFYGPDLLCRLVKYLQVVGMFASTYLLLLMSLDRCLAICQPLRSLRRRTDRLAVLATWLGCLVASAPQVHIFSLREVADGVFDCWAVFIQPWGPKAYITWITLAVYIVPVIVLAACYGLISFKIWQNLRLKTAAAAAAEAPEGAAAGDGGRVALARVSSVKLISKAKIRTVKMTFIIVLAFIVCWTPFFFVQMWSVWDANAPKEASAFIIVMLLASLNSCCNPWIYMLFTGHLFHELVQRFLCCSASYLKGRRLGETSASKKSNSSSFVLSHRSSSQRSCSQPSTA
#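 Assay system: CHO cell line stably expressing human OTR. Reagent: EC15 oxytocin agonist. Dosing: single dose, 3.0 µM nominal final compound concentration. Timing: compound 6 min at room temperature before oxytocin, 100 s read. Signal: kinetic Fluo-8 calcium fluorescence. Controls: oxytocin EC15 low and EC100 high.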
# CHRM4 agonist: agonists of human muscarinic M4 receptor (CHRM4); activation, % at 3 µM; CHO-K1 hM4/Gqi5, Fluo-8 calcium fluorescence; vehicle 0%, full acetylcholine response 100%; P08173; AID 624127; 360,000 tested, 0.14% active;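 active means activation above the run mean over all test wells plus 3 SD, cut at about 32% in these data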;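 further: peak over basal fluorescence ratio per well then scaled between controls; 0% = DMSO wells and 100% = acetylcholine at EC100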
# CHRM1 agonist: agonists of human M1 muscarinic receptor | CHO-K1 hM1, Fluo-8 calcium fluorescence, agonist mode; 0% DMSO, 100% acetylcholine EC100 | activation, % at 3 µM | 360,000 tested, 0.33% active | P11229;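 active means activation above the run's mean compound activation plus 3 SD, cut at about 16% in these data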;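 further: peak over basal fluorescence ratio within a 140 s kinetic read after compound addition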
# M1 ag parental: counter-screen for M1 agonists: effect in parental CHO-K1 cells; 360,000 tested, 0.48% active; activation, % at 3 µM; AID 602248; Fluo-8 calcium fluorescence; scaled to maximal ATP response, vehicle zero; in the data active means activation above about 15%;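 further: untransfected CHO-K1 host cells lacking M1 receptor as counterscreen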
# CHO parental Ca: counter-screen for OX1R antagonists: effect in parental CHO cells; parental CHO-K1, ATP-induced calcium, Fluo-8 fluorescence; inhibition, % at 5.6 µM; 330,000 tested, 0.63% active; AID 463079;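 active means inhibition above that plate's mean sample inhibition plus 3 SD, cut at about 26% in these data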;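 further: 0% = ATP-challenged DMSO wells and 100% = DMSO wells without ATP; some compounds past the cut are filed as inactive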
#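 Test system: untransfected parental CHO cell line. Compound: one dose, 5.6 µM nominal. Detection: intracellular calcium via Fluo-8 no-wash fluorescent dye. Measure: % inhibition. Benchmarks: ATP-challenged DMSO wells low, unchallenged DMSO wells high.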
# M1 antag: blocks human M1 muscarinic receptor. P11229. CHO-K1 hM1, Fluo-8 calcium fluorescence, ACh EC80 antagonist. inhibition, % at 3 µM. 360,000 tested, 1.3% active. AID 588852;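 active means percent inhibition above its own plate's cutoff, namely the mean of that plate's compound wells plus 3 SD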;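 further: peak over basal fluorescence ratio during 140 s after agonist addition; 0% = ACh EC80 plus DMSO and 100% = DMSO alone without agonist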
# CHO-K1 Ca antag: M1 antagonist counterscreen hit in parental CHO-K1 cells. ATP-induced calcium, Fluo-8 fluorescence. inhibition, % at 3 µM. 360,000 tested, 0.6% active. AID 602250;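 active means inhibition above a per-plate cutoff, the plate's mean sample inhibition plus 3 SD, cut at about 24% in these data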;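 further: 0% = DMSO plus EC80 ATP and 100% = DMSO alone without ATP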
# Numbers without * were called inactive; / = not tested or not shown. An unsorted share of the library; 2.9% or so of the library scored in one or more.
SMILES,M1 PAM,CHRM4 antagonist,OXTR potentiator,CHRM4 agonist,CHRM1 agonist,M1 ag parental,CHO parental Ca,M1 antag,CHO-K1 Ca antag
Cc1nc(CCNC(=O)c2ccccc2)cs1,12.7,-2.8,-6.0,1.6,0.2,0.1,6.5,-14.2,-0.2
COc1ccccc1C(=O)NNC(=O)c1sccc1-n1cccc1,7.3,-7.5,-7.2,0.1,-1.6,-0.3,-24.1,-2.2,-5.2
COc1ccc(-c2csc(Nc3ncccc3C)n2)cc1OC,3.2,4.9,-8.6,1.7,-4.6,0.6,-22.9,-8.9,-5.1
CN(C)CCN(C(=O)c1ccc(N2C(=O)CCC2=O)cc1)c1nc2cc3c(cc2s1)OCO3,14.8,-7.2,-3.7,0.7,-0.8,0.6,-36.5,-24.8,-9.9
CCCCC[C@H](O)/C=C/[C@@H]1[C@@H](C/C=C\CCCC(=O)O)[C@H]2CO[C@@H]1C2,-3.7,-5.7,-4.8,1.9,-0.1,0.1,-1.4,-20.3,6.5
CC(C)(C)c1ccc(C(=O)c2c[nH]c(C(=O)NCC3CCCO3)c2)cc1 (stereo not drawn),-13.6,3.8,-20.9,11.6,0.4,10.3,15.9,17.9,-4.2
CC1=CC(=O)CC(C)(C)[C@@]1(O)/C=C/[C@@H](C)O[C@@H]1O[C@H](CO)[C@@H](O)[C@H](O)[C@H]1O,2.4,-1.4,1.2,1.2,-1.5,-0.3,-2.1,2.0,10.5
COc1ccc(C(=O)N/N=C2\SCC(=O)N2Cc2ccc3c(c2)OCO3)c(OC)c1,4.0,-0.8,-15.5,1.5,-3.8,-0.1,-13.1,-1.4,-0.5
COc1ccc(CCNC(=O)c2nnn(CC(=O)Nc3c(C)cc(C)cc3C)c2N)cc1OC,1.1,2.9,-9.7,0.3,-2.2,-0.4,3.5,2.5,2.0
N=c1c(C(=O)NC2CCCC2)cc2c(=O)n3ccccc3nc2n1Cc1ccccc1,1.7,2.7,-0.6,1.2,-4.7,-0.2,-28.1,1.8,-16.8
COc1ccc(C(C)(NC(C)=O)c2nc(-c3cccc(NC(C)=O)c3)cs2)cc1 (stereo not drawn),8.0,-6.4,/,2.8,0.2,0.8,/,-13.2,-7.5
COc1ccc(-c2nnc3sc(C4CCCCC4)nn23)cc1OC,5.2,3.4,-3.1,1.5,-3.9,1.6,-11.7,-4.1,3.5
COc1cc(NC(=O)c2c(F)cccc2F)c(Cl)cc1Cl,3.8,-5.8,-5.9,0.4,-13.3,0.3,-21.1,-8.7,-14.4
Cc1ccccc1N1C(=O)C(Cl)=C(N2CCN(c3ccccc3)CC2)C1=O,5.8,7.8,-12.0,1.3,-0.6,0.9,-20.0,-7.5,-4.2
CCOC(=O)C1OC1(c1ccccc1)c1ccccc1 (stereo not drawn),1.2,-5.7,/,1.7,-4.1,2.5,/,-0.8,1.5
CCn1c(=O)n(CC(=O)NC2CCCC(C)C2C)c(=O)c2ccccc21 (stereo not drawn),9.4,-4.5,-13.2,0.5,-3.3,0.4,-24.1,-16.2,-2.4
CCC(=O)N(Cc1cc2ccccc2[nH]c1=O)c1ccc(OC)cc1,5.3,-12.0,-11.8,0.8,-2.4,-0.1,-9.5,0.2,4.6
CCN(Cc1ccncc1)C(=O)c1cc(COc2c(F)cccc2F)on1,4.5,-12.5,-8.3,3.7,0.6,6.3,-20.1,-6.2,-11.3
CC1(C)Cc2nc3sc4c(SCC(=O)NCc5ccco5)ncnc4c3cc2CO1,-2.4,-10.2,-2.4,3.5,-6.5,1.2,-23.7,-7.5,-2.0
OC(CNCC1CCCCC1)COc1ccccc1 (stereo not drawn),5.7,-1.5,0.0,2.7,-4.3,4.8,-10.3,-9.6,-3.1
CC(NC(=O)NC1CCCCC1)C(c1cccs1)N1CCN(Cc2ccccc2)CC1 (stereo not drawn),2.1,-9.2,-3.3,1.8,-10.5,3.0,-14.5,-3.8,2.9
CC(=O)Nc1cc(-c2ccc(F)cc2)cn2c(-c3ccc(F)c(Cl)c3)cnc12,-7.1,-0.9,/,-0.6,-1.7,0.1,/,-5.4,0.8
COc1ccc(C(=O)c2ccc(Br)cc2)c(OC)c1OC,6.0,-15.4,/,1.9,-4.9,0.2,/,-21.4,-20.5
COc1ccc(CNC(N)=O)cc1OC,-0.4,1.2,-18.9,0.1,-2.7,-0.2,-6.8,4.5,7.6

# Single records, as listed above. Values in the order: M1 PAM, CHRM4 antagonist, OXTR potentiator, CHRM4 agonist, CHRM1 agonist, M1 ag parental, CHO parental Ca, M1 antag, CHO-K1 Ca antag
# CCOC(=O)C1OC1(c1ccccc1)c1ccccc1 (stereo not drawn) is listed as 1.2, -5.7, /, 1.7, -4.1, 2.5, /, -0.8, 1.5
# CC1(C)Cc2nc3sc4c(SCC(=O)NCc5ccco5)ncnc4c3cc2CO1 is listed as -2.4, -10.2, -2.4, 3.5, -6.5, 1.2, -23.7, -7.5, -2.0

# Later entries
SMILES,M1 PAM,CHRM4 antagonist,OXTR potentiator,CHRM4 agonist,CHRM1 agonist,M1 ag parental,CHO parental Ca,M1 antag,CHO-K1 Ca antag
C=CCOc1cccc(C2/C(=C(/O)c3ccc(C)cc3)C(=O)C(=O)N2CCN2CCOCC2)c1 (stereo not drawn),4.9,1.5,-5.4,0.5,-4.4,0.1,-13.6,-23.4,-16.2
Cc1cccc(OCc2nnc(SCC(=O)Nc3cccc(C(=O)N4CCOCC4)c3)o2)c1C,0.7,-6.2,-7.2,7.1,-8.2,4.3,-15.8,3.9,1.7
Cc1ccc(C)c(NC(=O)CN(C)C(=O)CSCc2c(C)noc2C)c1,9.6,-1.5,1.0,-0.8,-2.4,2.0,-9.4,-13.1,-2.5
O=C(OCc1cn(-c2ccc(Cl)cc2)nn1)c1ccccc1,11.2,13.5,-2.0,-1.4,-4.2,0.1,-3.8,-13.0,4.6
CCN(C(=O)COC(=O)CCc1ccccc1)c1ccccc1,9.7,3.9,-10.4,-0.1,-3.9,-0.4,-15.1,-6.4,3.2
NC(=O)c1nsc(C(=O)N(c2ccc3c(c2)OCO3)C(C(=O)NCC2CCCO2)c2ccc(F)cc2)c1N (stereo not drawn),11.1,20.1,-6.4,15.1,-4.7,2.8,-18.1,-9.1,-15.5
CC(=O)NC(CC(=O)OCC(=O)NCCc1ccccc1)c1ccccc1 (stereo not drawn),4.6,-16.0,1.0,0.6,-2.4,2.2,-7.5,-9.7,-18.4
O=C(NC1CCSc2ccccc21)c1ccccc1F (stereo not drawn),-0.4,-6.3,-3.6,0.9,-4.9,0.1,-11.7,-8.7,12.3
CCOC(=O)Nc1ccc(S(=O)(=O)NC2CCCCC2)cc1,3.9,6.2,-5.7,5.5,-8.1,2.8,-2.5,4.9,6.9
CC(NC(=O)CN(C)CC(=O)Nc1ccc(Cl)c(C(F)(F)F)c1)c1ccccc1 (stereo not drawn),2.2,-9.9,-13.3,13.8,2.8,3.4,-12.7,3.5,14.1
NC(=O)CNC(=O)[C@@H]1CC2(CC(c3cccc([N+](=O)[O-])c3)=NO2)CN1C(=O)c1ccccc1 (stereo partly drawn),11.9,-8.1,0.1,2.2,-1.8,-0.1,-6.2,-16.6,-11.8
CCN(Cc1ccccc1)C(=O)CCS(=O)(=O)c1ccc2c(c1)NC(=O)CO2,7.4,2.6,-4.5,0.5,-2.8,1.2,-5.3,-7.8,-19.6
O=C(NCC(=O)N(CCN1CCOCC1)C(C(=O)NC1CCCC1)c1ccccc1)c1cccs1 (stereo not drawn),-6.3,0.4,-2.7,0.2,-4.3,0.0,-8.5,3.3,17.0
CCCCN1C(=O)c2ccc(C(=O)Nc3c(N)n(CCCC)c(=O)n(C)c3=O)cc2C1=O,4.3,-9.0,-11.5,3.3,-2.2,1.8,-23.1,-4.8,4.2
CCOC(=O)C1(CCc2ccccc2)CCN(C(=O)c2cccc(C)n2)CC1,8.8,1.0,-6.6,1.7,-8.4,0.8,-18.7,-8.4,4.2
COc1cc(C(=O)NNC(=O)/C=C/c2ccco2)cc(OC)c1OC,-3.0,8.9,0.9,-0.1,-0.7,0.1,-2.0,7.2,-15.1
C[C@H](CO)N1C[C@H](C)[C@H](CN(C)C(=O)Nc2ccc(F)cc2)Oc2c(NC(=O)c3ccc(-c4nccs4)cc3)cccc2C1=O,-3.1,9.5,-1.4,15.1,-5.1,1.0,-32.0,14.2,-2.0
COc1ccc(-c2nc3c4c(ncn3n2)-c2ccccc2CC42CCCC2)cc1,5.6,2.5,-16.7,0.2,-2.4,0.2,2.6,-4.8,-9.5
CCCOc1ccc(/C=C/C(=O)NC2CCCCC2)cc1,6.1,-0.7,-0.7,0.1,-2.2,0.1,0.1,-13.2,-4.3
CCOC(=O)c1cnc2ccc(C)cc2c1Sc1ccccc1C(=O)OC,1.9,7.3,-18.0,-1.4,-4.9,1.0,-26.0,-3.8,-25.0
CCCCn1c(N)c(N(CCC(C)C)C(=O)C2=NN(c3cc(C)ccc3C)C(=O)CC2)c(=O)[nH]c1=O,10.8,3.0,-1.6,-0.2,0.0,0.8,-21.6,-13.6,-14.9
Cc1cc(S(=O)(=O)Nc2ccc(C(=O)NCCCN3CCCC3=O)cc2)ccc1F,3.0,-3.7,-4.9,0.6,-5.2,0.3,-5.2,-6.8,-3.7
CSc1nc(C)[nH]c(=O)c1C#N,2.4,-0.1,1.6,1.0,-1.4,0.0,-17.1,-6.0,0.3
O=C1CN(C(=O)CSc2nnc(Nc3ccccc3)s2)c2ccccc2N1,2.9,-2.1,-6.6,2.2,-5.6,1.1,-1.3,-4.2,-0.8
CCCCCCn1c(NCC)nc2c1c(=O)n(C)c(=O)n2C,-2.9,8.7,-26.1,4.8,-1.0,2.9,13.8,20.3,4.4
CCC1NC(=O)c2cccnc2-n2c1nc1ccc(C)cc1c2=O (stereo not drawn),12.2,-6.2,/,0.9,-3.3,0.2,/,-15.0,-6.6
Cc1oc(-c2cccc(Cl)c2)[n+]([O-])c1C,5.7,2.0,2.5,0.1,-2.5,0.4,-4.7,-6.3,-14.8
Cn1ccnc1Sc1ccc(C(N)=O)cc1[N+](=O)[O-],5.1,3.5,-2.6,2.0,-3.0,1.6,4.6,4.9,-10.0
Cc1nc2ccccc2c(=O)n1NC(=O)COc1ccccc1,7.3,3.5,-2.5,0.8,-2.6,1.7,1.4,-1.8,-7.2
Cc1nn(Cc2ccc([N+](=O)[O-])cc2)c(=O)n1-c1ccccc1Cl,-0.7,3.5,-12.6,1.3,-6.4,0.3,5.2,5.6,0.4
O=C1NCCc2cc3c(cc21)OCO3,6.6,-3.6,-1.4,0.5,-2.8,0.3,-3.1,-12.4,-7.5
CN1C(=S)SC(/[N+]([O-])=C\c2ccco2)C1(C)C (stereo not drawn),10.9,-2.9,-16.9,1.1,-1.5,0.0,3.0,-18.2,-2.9
COc1ccc(NC(=O)c2oc3ccccc3c2C)c(OC)c1,-0.9,-6.2,1.0,-1.0,-7.0,0.7,-20.8,-10.5,-5.5
